# High-throughput results: PubChem BioAssay, NMMLSC
# RPL19A-GFP yeast: modulators of TOR pathway RPL19A-GFP in S. cerevisiae. percent response vs DMSO, % at 10 µM. S. cerevisiae RPL19A-GFP strain, flow cytometry, 3 h; active compounds read low. actives 0.3% (n = 330,000);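 active = percent response vs DMSO below 50%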;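 also: median channel GFP fluorescence of the barcoded RPL19A-GFP strain; ratio of sample median GFP to plate DMSO average so 100% = DMSO; lower means less RPL19A-GFP as with rapamycin TOR inhibition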
# AGP1 TOR yeast: alters AGP1-GFP fluorescence in TOR pathway yeast screen; S. cerevisiae AGP1-GFP multiplex flow cytometry, 3 h; GFP as percent of DMSO wells; GFP response vs DMSO, % at 10 µM; actives 0.02% (n = 320,000); AID 2066;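 active = GFP response relative to DMSO above a set limit, near screen average plus 3 SD, cut at about 150% in these data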;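 also: median GFP channel fluorescence of the gated AGP1 strain per well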
# LAP4-GFP MLPCN: alters LAP4-GFP fluorescence in TOR pathway yeast screen; actives 0.34% (n = 320,000); GFP response vs DMSO, % at 10 µM; S. cerevisiae LAP4-GFP multiplex, flow cytometry GFP, 3 h; median GFP as percent of DMSO wells;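 active = GFP response vs DMSO above a set limit, about the screen mean plus 3 SD, cut at about 150% in these data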
# CIT2 TOR yeast: alters CIT2-GFP fluorescence in TOR pathway yeast screen; actives 0.065% (n = 320,000); S. cerevisiae CIT2-GFP strain, flow cytometry, 3 h; 100 means same as DMSO wells; AID 2029; GFP response vs DMSO, % at 10 µM;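 active = GFP response relative to DMSO above a set limit, near the screen mean plus 3 SD, cut at about 150% in these data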;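 also: ratio of well median GFP fluorescence to mean of DMSO wells on the plate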
# VLA-4 inh: inhibition in a human VLA-4 binding assay. P13612. VLA-4 expressing cells, ligand binding flow cytometry. inhibition, % (about 7 µM as worked out from the volumes in the protocol). actives 0.2% (n = 330,000). AID 2557; in the data active = inhibition above about 50%
# MEP2-GFP yeast: modulators of TOR pathway MEP2-GFP in S. cerevisiae; S. cerevisiae MEP2-GFP strain, flow cytometry GFP, 3 h; 100% = DMSO control level; GFP response vs DMSO, % at 10 µM; actives 0.51% (n = 330,000);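 active = GFP response versus DMSO above a set limit, roughly screen mean plus 3 SD, cut at about 180% in these data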;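 also: median GFP fluorescence of the barcode-gated MEP2-GFP cells per well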
# Yeast superoxide: yeast age-related superoxide inhibition as caloric restriction mimetic | AID 2690 | actives 0.18% (n = 330,000) | superoxide response (% of plate mean), % at 10 µM | S. cerevisiae aged cells, superoxide DHE fluorescence; active compounds read low;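 active = superoxide response under a set limit, about three screen SD below normal, cut at about 65% in these data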;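 also: yeast aged for seven days with compound at 30 °C before DHE staining; 100% = average MFI of all compound-treated wells on the plate with controls excluded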
# GRK2 aptamer HTS: blocks RNA aptamer binding to human GRK2; P25098; bead flow cytometry, FAM-aptamer displacement from GRK2; inhibition of aptamer binding, % at 10 µM; actives 0.59% (n = 330,000); AID 488847;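 active = inhibition of aptamer binding above 40%, roughly 3 SD of noise, on plates passing a quality check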;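 also: median bead fluorescence of bound FAM aptamer so fluorescent compounds give negative values; no value below 0 was filed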
# Target sequence (P25098 whole entry, looked up): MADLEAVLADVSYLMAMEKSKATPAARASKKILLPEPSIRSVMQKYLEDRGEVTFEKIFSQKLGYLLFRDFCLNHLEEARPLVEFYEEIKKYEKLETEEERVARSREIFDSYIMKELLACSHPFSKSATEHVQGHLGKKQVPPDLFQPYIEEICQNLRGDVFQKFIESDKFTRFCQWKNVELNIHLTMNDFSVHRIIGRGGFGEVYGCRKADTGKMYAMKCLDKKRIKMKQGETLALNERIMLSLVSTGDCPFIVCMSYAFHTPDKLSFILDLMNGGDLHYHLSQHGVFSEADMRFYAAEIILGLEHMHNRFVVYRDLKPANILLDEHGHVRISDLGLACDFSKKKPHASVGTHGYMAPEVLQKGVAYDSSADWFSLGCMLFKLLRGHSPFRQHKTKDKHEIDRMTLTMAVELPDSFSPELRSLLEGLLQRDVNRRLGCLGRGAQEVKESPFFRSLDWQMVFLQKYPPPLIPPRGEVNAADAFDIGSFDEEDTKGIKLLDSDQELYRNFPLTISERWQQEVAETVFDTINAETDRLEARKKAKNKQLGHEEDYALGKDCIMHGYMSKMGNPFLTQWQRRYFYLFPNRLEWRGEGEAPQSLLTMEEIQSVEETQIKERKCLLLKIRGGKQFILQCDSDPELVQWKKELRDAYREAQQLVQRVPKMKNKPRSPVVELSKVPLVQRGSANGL
# Active calls of the source: *; . = no result given.
# Every second line gives: VLA-4 inh | RPL19A-GFP yeast | GRK2 aptamer HTS | AGP1 TOR yeast | Yeast superoxide | CIT2 TOR yeast | LAP4-GFP MLPCN | MEP2-GFP yeast
> COc1ccc(C2C(C(=O)N3CCN(c4ccccn4)CC3)CCC(=O)N2c2ccc(OC)cc2)cc1 (stereo not drawn)
 : 4 | 103 | 0 | 106 | 96 | 102 | 102 | 100
> COc1cccc(/C=N/NC(=O)c2cnccn2)c1O
 : 10 | 99 | 1 | 101 | 83 | 99 | 98 | 100
> CC(=O)Nc1ccc(NC(=O)C(C)n2nc(C)c([N+](=O)[O-])c2C)cc1 (stereo not drawn)
 : 9 | 98 | 0 | 104 | 104 | 102 | 105 | 104
> COc1cc(C(=O)OCCCN2CCCN(CCCOC(=O)c3cc(OC)c(OC)c(OC)c3)CC2)cc(OC)c1OC
 : 5 | 100 | 0 | 98 | 117 | 99 | 98 | 94
> COc1ccc(C(=O)N/C(=C\c2ccccc2)C(=O)NC(CCSC)C(=O)O)cc1 (stereo not drawn)
 : -5 | 101 | 26 | 103 | 104 | 110 | 95 | 98
> O=C(c1ccco1)N1CCCN(Cc2nc(-c3ccc4c(c3)OCO4)no2)CC1
 : 0 | 107 | 1 | 109 | 88 | 97 | 115 | 108
> CCCNC(=O)Nc1nnc(C2CC2)s1
 : 5 | 117 | 1 | 114 | 101 | 123 | 99 | 113
> CCn1c(-c2cccnc2Cl)nc2cc(C)c(C)cc21
 : -7 | 96 | 8 | 93 | 104 | 98 | 85 | 101
> O=C(NCCCN1CCOCC1)c1cc2cc(Br)ccc2oc1=O
 : 4 | 100 | 2 | 98 | 103 | 100 | 100 | 98
> Cc1ccc(OCCCCN2CCCCC2)c(C)c1
 : -1 | 98 | 0 | 96 | 90 | 99 | 92 | 102

# Some of these compounds in order of length of the SMILES, lowest first.
# Every second line gives: VLA-4 inh | RPL19A-GFP yeast | GRK2 aptamer HTS | AGP1 TOR yeast | Yeast superoxide | CIT2 TOR yeast | LAP4-GFP MLPCN | MEP2-GFP yeast
> CCCNC(=O)Nc1nnc(C2CC2)s1
 : 5 | 117 | 1 | 114 | 101 | 123 | 99 | 113
> COc1cccc(/C=N/NC(=O)c2cnccn2)c1O
 : 10 | 99 | 1 | 101 | 83 | 99 | 98 | 100
> CCn1c(-c2cccnc2Cl)nc2cc(C)c(C)cc21
 : -7 | 96 | 8 | 93 | 104 | 98 | 85 | 101
> COc1cc(C(=O)OCCCN2CCCN(CCCOC(=O)c3cc(OC)c(OC)c(OC)c3)CC2)cc(OC)c1OC
 : 5 | 100 | 0 | 98 | 117 | 99 | 98 | 94

# More records follow:
# Every second line gives: VLA-4 inh | RPL19A-GFP yeast | GRK2 aptamer HTS | AGP1 TOR yeast | Yeast superoxide | CIT2 TOR yeast | LAP4-GFP MLPCN | MEP2-GFP yeast
> COC(=O)CCN(C(=O)c1cc(OC)c(OC)c(OC)c1)c1ccccn1
 : -2 | 95 | 4 | 94 | 94 | 103 | 77 | 83
> NC(=O)COC(=O)c1ccc(C(=O)C(=O)c2ccccc2)cc1
 : -3 | 103 | 8 | 101 | 99 | 93 | 96 | 104
> Cc1csc(NC(=O)Nc2cccc(Cl)c2)n1
 : 1 | 93 | 0 | 101 | 113 | 87 | 114 | 112
> Cc1ccc(CNC(=O)COc2ccc(S(=O)(=O)NC(C)C)cc2)cc1
 : 0 | 99 | 0 | 97 | 113 | 95 | 98 | 100
> O=c1cc(-c2cccc([N+](=O)[O-])c2)[nH][nH]1
 : 6 | 104 | 0 | 98 | 93 | 105 | 91 | 102
> Cc1cc(NC(=O)c2ccc(Cn3cc([N+](=O)[O-])cn3)o2)no1
 : 9 | 119 | 3 | 101 | 105 | 103 | 73 | 103
> COc1ccccc1N1C(=O)c2cccc3cccc(c23)C1=O
 : 4 | 106 | 2 | 100 | 101 | 114 | 85 | 97
> CCCCOc1ccc(-c2cn3ccccc3n2)cc1[N+](=O)[O-]
 : 5 | 103 | 0 | 95 | 101 | 96 | 97 | 96
> CO/N=C(\N)c1nonc1N
 : 0 | 104 | 2 | . | 103 | . | . | 104
> COc1cc(C(=O)Oc2cc(N)n(S(=O)(=O)c3ccccc3)n2)cc(OC)c1OC
 : -2 | 93 | 3 | 86 | 103 | 90 | 92 | 98
> CCOc1[nH]n(-c2ccccc2)c(=O)c1C=NCc1cccnc1
 : 1 | 105 | 2 | 108 | 99 | 106 | 95 | 106
> CCO[C@H]1OC(C(=O)N2CCN(C)CC2)=C[C@@H](c2ccc(Br)cc2)[C@@H]1CCCO
 : 19 | 92 | 2 | 89 | 101 | 88 | 126 | 88
> CCOC(=O)c1cnc2ncnn2c1N
 : 6 | 89 | 4 | 101 | 101 | 96 | 107 | 94
> Nn1c(Cc2ccccc2)n[nH]c1=S
 : -3 | 94 | 0 | 102 | 76 | 100 | 95 | 103
> CCCCc1ccc(NC(=S)N2CCC(O)CC2)cc1
 : 2 | 95 | 0 | 103 | 97 | 89 | 102 | 99
> O=C(C[n+]1ccc(/C=N/O)cc1)NC1CCCCC1
 : 1 | 105 | 0 | 107 | 77 | 104 | 89 | 100
> NC(=O)Cc1ncc(C(F)(F)F)cc1Cl
 : -10 | 93 | 6 | 103 | 99 | 90 | 109 | 94
> CC1(O)CC(=O)N(c2ccccc2)O1 (stereo not drawn)
 : -5 | 104 | 2 | 103 | 93 | 107 | 102 | 104
> COc1cccc(C2c3[nH]c4ccccc4c3C[C@H]3C(=O)N(c4ccccc4C(=O)N4CCCC4C(=O)O)C(=O)N23)c1 (stereo partly drawn)
 : 33 | 96 | 0 | 100 | 81 | 102 | 102 | 102
> CCOC(=O)c1sc(-c2ccc(Br)cc2)cc1N
 : 5 | 102 | 0 | 95 | 108 | 101 | 98 | 103

# Single records, as listed above. Order of screens: VLA-4 inh | RPL19A-GFP yeast | GRK2 aptamer HTS | AGP1 TOR yeast | Yeast superoxide | CIT2 TOR yeast | LAP4-GFP MLPCN | MEP2-GFP yeast
# Results for CCOC(=O)c1cnc2ncnn2c1N → 6 | 89 | 4 | 101 | 101 | 96 | 107 | 94
# Results for O=C(C[n+]1ccc(/C=N/O)cc1)NC1CCCCC1 → 1 | 105 | 0 | 107 | 77 | 104 | 89 | 100
# Results for CCOC(=O)c1sc(-c2ccc(Br)cc2)cc1N → 5 | 102 | 0 | 95 | 108 | 101 | 98 | 103

# Further compounds
# Every second line gives: VLA-4 inh | RPL19A-GFP yeast | GRK2 aptamer HTS | AGP1 TOR yeast | Yeast superoxide | CIT2 TOR yeast | LAP4-GFP MLPCN | MEP2-GFP yeast
> Cc1ccc2cc(CN(C(=O)c3ccco3)c3cccc(C)c3C)c(=O)[nH]c2c1
 : 6 | 95 | 0 | 96 | 92 | 107 | 96 | 100
> Cc1nn(C)c(C)c1CN(C)C(=O)CCCC(=O)O
 : -1 | 93 | 4 | 96 | 79 | 91 | 88 | 88
> Cc1sc2nc(SCC(=O)O)[nH]c(=O)c2c1C
 : 5 | 111 | 0 | 97 | 83 | 116 | 114 | 107
> O=C(c1cncc(Br)c1)N1CCN(S(=O)(=O)c2ccccc2C(F)(F)F)CC1
 : 6 | 109 | 1 | 102 | 114 | 108 | 112 | 111
> Cc1c(Cc2ccccc2)sc(NC(=O)C(C)(C)C)c1C(N)=O
 : 12 | 99 | 3 | 97 | 109 | 111 | 101 | 95
> COC(=O)c1c(NC(=O)C2CC=CCC2C(=O)O)sc(C(N)=O)c1C (stereo not drawn)
 : 11 | 94 | 2 | 101 | 96 | 102 | 98 | 99
> Cc1ccc(S(=O)(=O)c2cc3ccccc3oc2=Nc2ccc3c(c2)OCO3)cc1
 : -3 | 95 | 0 | 98 | 99 | 98 | 95 | 96
> Nc1c(N(Cc2ccccc2)C(=O)COc2cccc(Cl)c2)c(=O)[nH]c(=O)n1Cc1ccccc1
 : -9 | 100 | 2 | 100 | 98 | 102 | 100 | 98
> CC1(C)CCC/C(=C\c2ccccc2)C1=O
 : 7 | 102 | 0 | 87 | 102 | 101 | 109 | 92
> Cc1cc(NC(=O)c2ccccc2)n(C)n1
 : -3 | 104 | 1 | 102 | 98 | 99 | 106 | 104
> CCc1ccc(NC(=O)CN(N=Nc2nonc2C)c2nonc2C)cc1
 : 8 | 107 | 0 | 102 | 101 | 101 | 103 | 102
> COCc1ccc(C(=O)NCC2(N3CCCCC3)CCCCC2)cc1
 : 16 | 101 | 1 | 101 | 116 | 103 | 97 | 103
> Cc1ccccc1OCC(=O)Nc1nnc(C2CCCCC2)s1
 : 17 | 93 | 3 | 102 | 103 | 91 | 100 | 97
> Cc1ccc(S(=O)(=O)N2CN(CC3CCCO3)c3nc4ccccc4nc32)c(C)c1 (stereo not drawn)
 : -13 | 96 | 7 | 95 | 85 | 104 | 97 | 111
> CC1(C)CC(NC(=O)COc2ccc3ccc(=O)oc3c2)CC(C)(C)N1
 : 14 | 88 | 0 | 19 | 85 | 91 | 81 | 92
> Brc1ccc(OCCOCCN2CCOCC2)cc1
 : 7 | 101 | 3 | 101 | 99 | 97 | 98 | 102
> COC(=O)Cc1csc(NC(=O)c2ccc3ncsc3c2)n1
 : 0 | 91 | 2 | 88 | 88 | 89 | 90 | 91
> O=C(c1ccc([N+](=O)[O-])cc1)N(Cc1ccccc1)c1ccccn1
 : 1 | 95 | 17 | 98 | 103 | 86 | 104 | 96
> NS(=O)(=O)Oc1ccccc1
 : -13 | 96 | 4 | 88 | 106 | 85 | 133 | 94
> O=C(CCC(=O)n1ncc2ccccc21)N1CCCCC1
 : 18 | 94 | 3 | 91 | 106 | 88 | 92 | 98

# Part of the list above, reduced to MEP2-GFP yeast and Yeast superoxide:
structure | MEP2-GFP yeast | Yeast superoxide
CC1(C)CC(NC(=O)COc2ccc3ccc(=O)oc3c2)CC(C)(C)N1 | 92 | 85
Cc1ccccc1OCC(=O)Nc1nnc(C2CCCCC2)s1 | 97 | 103
O=C(CCC(=O)n1ncc2ccccc21)N1CCCCC1 | 98 | 106
O=C(c1ccc([N+](=O)[O-])cc1)N(Cc1ccccc1)c1ccccn1 | 96 | 103
Brc1ccc(OCCOCCN2CCOCC2)cc1 | 102 | 99
COC(=O)Cc1csc(NC(=O)c2ccc3ncsc3c2)n1 | 91 | 88
Cc1ccc(S(=O)(=O)N2CN(CC3CCCO3)c3nc4ccccc4nc32)c(C)c1 (stereo not drawn) | 111 | 85

# The results go on:
# Every second line gives: VLA-4 inh | RPL19A-GFP yeast | GRK2 aptamer HTS | AGP1 TOR yeast | Yeast superoxide | CIT2 TOR yeast | LAP4-GFP MLPCN | MEP2-GFP yeast
> Cc1nc2ncnn2c(N2CCCC(C(=O)Nc3ccc4c(c3)CCC4)C2)c1C (stereo not drawn)
 : 4 | 103 | 4 | 103 | 83 | 107 | 96 | 102
> Cc1ccc(-n2cccc2C(=O)NS(=O)(=O)c2ccc(C)cc2)cc1
 : -12 | 100 | 2 | 99 | 87 | 97 | 100 | 90
> CC(=O)c1c(C)[nH]c(C(=O)NCc2cccs2)c1C
 : 5 | 100 | 2 | 99 | 83 | 100 | 99 | 100
> O=C(CNC(=O)c1ccc(F)cc1)NCc1ccc(Cl)cc1
 : 9 | 101 | 2 | 104 | 86 | 104 | 109 | 108
> O=C(Nc1ccc(Cl)cn1)c1ccc(COCC(F)(F)C(F)F)o1
 : 24 | 102 | 0 | 106 | 114 | 98 | 108 | 104
> S=C(NCCc1ccccc1)Nc1ccccn1
 : -17 | 94 | 6 | 88 | 128 | 85 | 94 | 96
> CCS(=O)(=O)N1CCN(c2ccc(C(=O)N3CCOCC3)cc2[N+](=O)[O-])CC1
 : 10 | 90 | 4 | 97 | 107 | 98 | 96 | 98
> Cc1ccc(NC(=O)C2CCN(C(=O)OC(C)(C)C)CC2)cc1S(=O)(=O)N1CCCCC1
 : 6 | 93 | 7 | 97 | 101 | 101 | 95 | 92
